Assay outcomes as filed in PubChem BioAssay.
JMJD2A Tudor inh = blocks the human JMJD2A Tudor domain. AlphaScreen JMJD2A-Tudor / H3K4me3 peptide binding. Potency, µM (doses to about 114 µM), without a hit: at the highest dose activity change, negative = inhibition, actives largely listed as inhibitors. hit rate 4.4% among 390,000. AID 504339; further: on the % scale 0 is the no-effect control and ±100 the full control effect; nearly all actives have a fitted effect of over 50% in size
GLS inhibitor = inhibitors of human glutaminase (GLS) | hit rate 0.21% among 410,000 | O94925 | GLS enzymatic activity, qHTS titration | Potency, µM (doses to about 45.5 µM), for inactives: top-dose activity change, negative = inhibition, most hits filed as inhibitors; further: on the % scale 0 is the no-effect control and ±100 the full control effect
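Human kidney-isoform GLS in 45 mM KH2PO4 pH 8.2, 0.02% Tween-20, with compound, started with 1mM L-Glutamine (added stock). Glutamate oxidase/HRP/Amplex red coupled fluorescence read at start and after 30 min at RT.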
TrxR1 inh = blocks rat thioredoxin reductase 1; hit rate 1% among 390,000; recombinant rTrxR1, NADPH fluorescence consumption, selenite substrate; O89049; Potency, µM (series often up to 114 µM), inactives show at the top dose activity change, negative = inhibition, most hits filed as inhibitors; further: on the % scale 0 is the no-effect control and ±100 the full control effect; nearly all actives have a fitted effect of over 65% in size
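Rat TrxR1 (90 nM in the dispensed reagent) was pre-reduced with 400 uM NADPH for 5 min at room temperature, then incubated with compound for 15 min. After 400 uM selenite was added, NADPH fluorescence (Ex 340/Em 450 nm) was followed for 8 min.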
ERG Ets-DNA blk = ERG Ets/DNA interaction inhibition; P11308; fluorescence polarization, His-ERG Ets domain / labelled DNA; Potency, µM (titrated, usually from 76.9 µM), for inactives: at the highest dose FP activity, negative = inhibition, most hits filed as inhibitors; hit rate 0.028% among 370,000; AID 624246; active means well fitted inhibition curve with a large enough effect in the polarisation, with a control signal flat; inconclusive means small, poorly fitted or top-dose-only effect, or effect the other way, or a change in a side signal; inactive means no such curve, though single readings can be large or run the other way; the % refers to the polarisation;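 further: polarization taken with two DNA probes labelled with fluorescein and Texas red; % of control where 0% means no effect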
Target sequence (P11308 whole entry, looked up, the tested form may be a part): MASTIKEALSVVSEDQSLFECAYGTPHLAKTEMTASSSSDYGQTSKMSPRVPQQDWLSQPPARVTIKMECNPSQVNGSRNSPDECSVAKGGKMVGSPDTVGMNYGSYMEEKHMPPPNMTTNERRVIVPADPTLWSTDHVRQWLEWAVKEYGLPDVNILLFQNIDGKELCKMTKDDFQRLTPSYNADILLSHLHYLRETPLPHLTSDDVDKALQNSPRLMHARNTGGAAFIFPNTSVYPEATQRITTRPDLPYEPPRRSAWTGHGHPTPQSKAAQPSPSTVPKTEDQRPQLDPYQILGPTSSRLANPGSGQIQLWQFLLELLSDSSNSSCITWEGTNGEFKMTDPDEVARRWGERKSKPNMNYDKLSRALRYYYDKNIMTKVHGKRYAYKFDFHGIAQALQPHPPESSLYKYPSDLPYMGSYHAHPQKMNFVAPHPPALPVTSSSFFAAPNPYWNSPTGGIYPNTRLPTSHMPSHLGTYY
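His-tagged ERG Ets domain (1 uM in the protein solution; 300mM KCl, 50mM Tris-HCl, 1mM EDTA, 1mM DTT, pH 7.5) received compound, then a probe mix of 5 nM fluorescein-DNA and 100nM Texas-615-DNA. Fluorescence polarization was read for both dyes.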
HP1b chromo inh = blocks HP1-beta chromodomain binding to methylated histone tails; P83916; AlphaScreen HP1-beta / biotin-H3K9me3 peptide binding; Potency, µM (doses to about 114 µM), without a hit: at the highest dose activity change, negative = inhibition, most hits filed as inhibitors; hit rate 0.56% among 390,000; further: nearly all actives have a fitted effect of over 70% in size; inactives centre near 23
Target sequence (P83916 whole entry, looked up): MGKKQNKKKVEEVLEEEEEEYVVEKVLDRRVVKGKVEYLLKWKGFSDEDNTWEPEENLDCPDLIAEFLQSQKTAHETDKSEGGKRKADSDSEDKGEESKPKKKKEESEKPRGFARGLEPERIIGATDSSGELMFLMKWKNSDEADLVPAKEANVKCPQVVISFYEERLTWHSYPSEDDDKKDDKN
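Compound inhibition of the preformed complex between 50 nM HP1-beta and 50 nM biotinylated H3K9me3 peptide was read by AlphaScreen. Buffer was PBS pH 7.4 with 0.01% Tween-20. Incubations ran 30 min at room temperature, with 10 ug/mL donor/acceptor beads.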
Pin1 inhibitor = human Pin1 inhibition; Q13526; Pin1 FP peptide displacement, HiFluor488, 10 min; Potency, µM (titrated, usually from 115 µM), for inactives: at the top dose activity, negative = inhibition, actives largely listed as inhibitors; hit rate 0.009% among 390,000; active means well fitted inhibition curve with a large enough effect in the polarisation, with a control signal flat, not every such curve was filed as active; inconclusive means small, poorly fitted or top-dose-only effect, or effect the other way, or a change in a side signal; inactive means no such curve, though single readings can be large or run the other way; the % refers to the polarisation; further: on the % scale 0 is the no-effect control and ±100 the full control effect
Target sequence (Q13526 whole entry, looked up): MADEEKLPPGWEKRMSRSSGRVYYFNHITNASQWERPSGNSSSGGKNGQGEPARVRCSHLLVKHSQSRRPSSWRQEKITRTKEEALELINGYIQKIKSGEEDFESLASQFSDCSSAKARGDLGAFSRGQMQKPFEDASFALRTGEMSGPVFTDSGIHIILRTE
PGK inhibitor = T. brucei PGK inhibition; Potency, µM (series often up to 57.5 µM), inactives show top-dose activity change, negative = inhibition, most hits filed as inhibitors; hit rate 0.043% among 380,000; P07378; PGK/GAPDH coupled, Kinase-Glo luminescence, 60 min; further: on the % scale 0 is the no-effect control and ±100 the full control effect; nearly all actives have a fitted effect of over 60% in size
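Recombinant glycosomal PGK reaction used 1,3-bisphosphoglycerate generated in-well by GAPDH (100nM final) in 100mM TEA pH 7.6, 5mM MgCl2, 0.01% Tween-20. After 60 minutes at room temperature, ATP was read by Kinase-Glo Plus luminescence end-point.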
RGS4 inh = human RGS4 inhibition | P49798 | Transcreener GDP fluorescence polarization, RGS4-accelerated GTP hydrolysis | Potency, µM (titrated, usually from 114 µM), inactives show top-dose activity change, negative = inhibition, most hits filed as inhibitors | hit rate 0.039% among 390,000 | AID 504845; further: on the % scale 0 is the no-effect control and ±100 the full control effect; nearly all actives have a fitted effect of over 75% in size; some results filed as inactive show a strong effect at the top dose
Target sequence (P49798 whole entry, looked up): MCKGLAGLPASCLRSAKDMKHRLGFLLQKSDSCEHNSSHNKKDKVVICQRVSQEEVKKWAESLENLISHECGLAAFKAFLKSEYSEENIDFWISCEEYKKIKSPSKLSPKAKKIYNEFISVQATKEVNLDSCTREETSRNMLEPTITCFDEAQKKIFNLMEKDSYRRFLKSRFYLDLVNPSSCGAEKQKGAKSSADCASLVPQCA
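MLSMR compounds (23 nl, pin-transferred) preincubated 10 min at room temperature with a 500nM (2x) first reagent, then RGS4 at 900nM (2x) plus Transcreener GDP mix added; fluorescence polarization (620/688 nm) read before and after 90 min at 30 °C.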
12-LOX inh = ALOX12 (human) lipoxygenase inhibition. P18054. purified 12hLO, xylenol orange hydroperoxide absorbance. Potency, µM (highest dose often 108 µM), for inactives: top-dose activity change, negative = inhibition, actives largely listed as inhibitors. hit rate 1.1% among 580,000. AID 1671190; further: on the % scale 0 is the no-effect control and ±100 the full control effect
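Purified human 12hLO (150 nM final) in 25 mM Hepes, 0.01% Triton X-100, pH 7.0 was preincubated 15 min at room temperature with compound. Then 40 uM arachidonic acid was added, 30 min. Hydroperoxide was read by Fe-XO absorbance ratio 573/405 nm.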
The depositor's hits bear a star; i = inactive; ? = inconclusive; nt = not tested or not shown; & = joins results of further samples; ! = repeats disagree; [ ] = another dose, or the depositor's remark. Unless noted, the call rests on the fitted dose curve; in most records, active means well fitted curve in the direction sought with a large enough effect; inconclusive means small, poorly fitted or top-dose-only effect, or another doubt; inactive means no such curve, though single readings can be large; an effect the other way counts as inactive or inconclusive. Potency means the concentration at half of the fitted maximal effect. A portion of the library; rates above refer to the full screens.

#	molecule	JMJD2A Tudor inh	GLS inhibitor	TrxR1 inh	ERG Ets-DNA blk	HP1b chromo inh	Pin1 inhibitor	PGK inhibitor	RGS4 inh	12-LOX inh
1	C=CC[C@H](CC(=O)N(CCO)Cc1ccccc1)C(=O)N[C@@H](C)COC(=O)[C@H](CC=C)CC(=O)OC(C)(C)C	-18%	-1%	-2%	-1%	25%	-1%	-6%	-5%	-16%
2	CCn1c(CC(=O)Nc2ccccc2F)nnc1SCC(=O)N1CCOCC1	-17%	3%	?	-7%	25%	8%	i	-2%	-8%
3	Cc1cc(C)cc(NC(=O)COC(=O)c2cccc(S(=O)(=O)N3CCCCC3)c2)c1	-18%	1%	25%	-3%	29%	19%	i	-14%	-9%
4	CCc1ccc(OCC(O)CNC(C)(C)C)cc1 (stereo unspecified)	-15%	1%	18%	8%	9%	-7%	i	9%	8%
5	S=C(NCc1ccccc1)NCc1ccco1	-25%	18%	?	4%	5%	-5%	-1%	-28%	0%
6	COC(=O)C1=C(C)NC(=O)NC1c1ccc([N+](=O)[O-])o1 (stereo unspecified)	-2%	-5%	?	0%	32%	-4%	0%	9%	-6%
7	Cc1cc(C)c2c(CN3CCN(Cc4ccccc4)CC3)cc(=O)oc2c1	-27%	-2%	12%	-3%	32%	-4%	5%	1%	14µM*!
8	O=C(NCc1cccc(Cl)c1)c1ccc2c(c1)OCO2	1%	1%	18%	-8%	10%	0%	-2%	19%	-15%
9	COc1ccccc1NC(=O)C(C)OC(=O)c1cc2ccccc2[nH]1 (stereo unspecified)	5%	-7%	23%	0%	45%[activator]	6%	-7%	-14%	?
10	COc1ccc(S(=O)(=O)N2CCCCCC2)cc1NC(=O)CC1OC(=O)c2ccccc21 (stereo unspecified)	-14%	-5%	-15%	0%	21%	?	-1%	-11%	-23%
11	COc1ccccc1/C=C/C=N/n1c(-c2cc(-c3ccccc3)n[nH]2)n[nH]c1=S	?	13%	-2%[57.1 µM]	4%	14%	32%[activator]	-6%	-27%	10µM*
12	CC(=O)c1c(C)[nH]c(C(=O)OCC(=O)Nc2cccc(S(=O)(=O)N3CCCC3)c2)c1C	-22%	4%	-1%	nt	7%	2%	i	0%	0%
13	Cc1cc(C)n(CC(=O)n2c3c(c4ccccc42)CCCC3)n1	-28%	11%	-2%[57.1 µM]	5%	11%	-10%	0%	41%	39%[activator]
14	Cc1cccc(C(=O)OCC(=O)Nc2ccccc2C(=O)NC2CC2)c1	1%	5%	24%	-14%	36%	6%	-1%	5%	1%
15	Cc1noc(C)c1CSc1nnc(-c2ccccc2F)n1CCc1ccccc1	-13%	-6%	4%[57.1 µM]	-8%	50%[activator]	-3%	-8%	9%	-2%
16	Cc1cc(C)n(Cc2cccc(C(=O)N/N=C/c3cccnc3)c2)n1	-18%	1%	17%	3%	22%	-2%	i	-12%	102%
17	Cc1cccc(C)c1NC(=O)COC(=O)COc1ccc2c(C)cc(=O)oc2c1	-20%	-23%	4%	7%	29%	32%[activator]	-3%	-13%	-3%&-27%
18	Cc1cccc(C)c1NC(=O)Cn1nc(-c2ccc(Cl)s2)ccc1=O	-26%	-3%	-5%	8%	16%	45%[activator]	-10%	?	-9%
19	CCOC(=O)C1=C(C)NC(=O)CC1c1cc2c(cc1Br)OCO2 (stereo unspecified)	-3%	-1%	-6%	5%	33%	2%	-3%	-9%	?
20	COc1cccc(/C(C)=N/NC(=O)Cc2c(C)[nH][nH]c2=O)c1	-17%	0%	15%	1%	19%	5%	-8%	11%	5%
21	COC(=O)CSc1cc(C)nc(NC(C)=O)n1	-15%	0%	-7%	6%	35%	3%	-12%	-8%	0%
22	CCCc1nc2oc3c(NCCN4CCOCC4)ncnc3c2c2c1CCCC2	-26%	3%	2%	-5%	45%[activator]	10%	i	-9%	-23%
23	COc1cccc(NC(=O)N2CCC(NC(=O)C(Cc3ccccc3F)NC(C)=O)CC2)c1 (stereo unspecified)	-2%	-12%	16%	-10%	42%[activator]	-10%	-28%	4%	-10%
24	CCCc1nc2sc3c(N4CCC(C)CC4)ncnc3c2c2c1CCCC2	11%	-9%	-6%	0%	45%[activator]	5%	-6%	-7%	-9%
25	O=C(NCCCN1CCN(c2ccc(F)cc2)CC1)c1cc2c(s1)-c1ccccc1OC2	-35%	7%	?	-4%	16%	2%	-8%	1%	?
26	CN(Cc1cnn(C)c1)C(=O)C1CCC(=O)N(Cc2cccc(C(F)(F)F)c2)C1 (stereo unspecified)	-15%	-3%	0%	-3%	16%	3%	i	19%	-12%
27	CC1(C)NC(=O)N(CC(O)COc2cc3ccccc3cc2C(=O)N2CCCCC2)C1=O (stereo unspecified)	-8%	1%	0%[57.1 µM]	-1%	36%	1%	1%	6%	0%
28	O=S(=O)(NCc1ccc(Cl)cc1)NCc1ccc(Cl)cc1	-7%	4%	18%	-9%	27%	4%	-2%	?	23%
29	COc1ccc(S(=O)(=O)N2CCCC(C(=O)Nc3cccc(C(C)=O)c3)C2)cc1 (stereo unspecified)	0%	0%	5%[57.1 µM]	-4%	14%	-1%	3%	6%	-7%
30	CCC(C(=O)NC1CCCCCC1)n1nc(C)c2c(C)n(-c3ccccc3)nc2c1=O (stereo unspecified)	?	4%	1%	-13%	4%	1%	i	3%[11.4 µM]	5%
31	Cc1ccc(N2CC(NC(=O)C3CCCCC3)CC2=O)cc1 (stereo unspecified)	1%	3%	20%[57.1 µM]	5%	19%	1%	5%	36%	-15%
32	CC(=O)c1ccc(-c2c(C)cc3oc(=O)cc(-c4ccccc4)c3c2C)cc1	1%	4%	14%	1%	30%	5%	-7%	3%	-12%
33	COc1cccc(C2CC(c3c(-c4ccccc4)c4cc(Cl)ccc4[nH]c3=O)=NN2S(C)(=O)=O)c1OC (stereo unspecified)	-15%	10%	8%	-1%	10%	78%[activator]	-6%	13%	89%[activator]
34	O=C(COC(=O)c1cccnc1Cl)NCCc1ccccc1	-8%	-1%	15%	12%	25%	-4%	-2%	2%	9%
35	COc1ccc(CCC(=O)OCC(=O)c2ccc(C)cc2)cc1	104%[activator]	18%	-10%[57.1 µM]	8%	188%[activator]	-1%	7%	12%	-7%
36	O=C(CCC(=O)Nc1ccccc1)NNC(=O)c1cccs1	-12%	2%	-5%[57.1 µM]	3%	29%	-1%	4%	3%	19%
37	COc1ccc(Cl)cc1C(=O)NNC(=O)c1n[nH]c2ccccc12	2%	3%	12%	1%	46%[activator]	13%	14%	-1%	0%
38	Cc1ccccc1NC(=O)c1cccc(NC(=O)CCC(=O)O)c1	-10%[11.4 µM]	13%	28%[57.1 µM]	-3%	9%	-5%	-8%	5%	-39%
39	CCOc1ccccc1N1CCN(C(=O)c2cccc(-c3ccc(O)cc3)c2)CC1	?	-2%	19%[11.4 µM]	-7%	-15%	31%[activator]	-2%	8%	-25%
40	Cc1nc2c(c(C)c1CCC(=O)NCc1ccccc1)c(=O)n(C)c(=O)n2C	-12%	-3%	44%[activator]	-2%	21%	-1%	-8%	-18%	-4%
41	COc1ccccc1NS(=O)(=O)c1cc(NC(=O)c2ccc3c(c2)OCCO3)ccc1C	-21%[57.1 µM]	-4%	7%	11%	43%	6%	?	-45%	-3%
42	N=c1c2c(-c3ccccc3)c(-c3ccccc3)n(Cc3ccccc3)c2ncn1CCCn1ccnc1	?	-3%	-4%	8%	-10%	0%	i	12%	482%[activator]
43	O=S(=O)(c1ccccc1Cl)N1CCC(O)(c2cccnc2)CC1	-17%	-4%	36%	-8%[15.4 µM]	35%	3%	-8%	8%	?
44	Cc1ccc(F)c(NC(=O)CCc2ccccc2)c1	-1%	-20%	3%[57.1 µM]	-9%	66%[activator]	-21%	-1%	-7%	-23%
45	Cc1cc(N)n(-c2ccccn2)n1	-1%	-3%	40%[activator][57.1 µM]	2%	9%	-3%	6%	-28%	?
46	COc1ccc(Br)cc1CN(C)C(=O)Cc1ccc(OC)c(S(=O)(=O)N2CCOCC2)c1	-27%	-12%	46%[activator]	15%	34%	16%	i	9%	0%
47	Cc1cc2nccnc2cc1C	-1%	1%	-12%[57.1 µM]	3%	21%[57 µM]	-2%	5%	9%	-3%
48	COc1ccc(CCN(C)C2CCCN(S(=O)(=O)N(C)C)C2)cc1OC (stereo unspecified)	-5%	-9%	7%	3%	39%[activator]	3%	-5%	-31%	-29%
49	COC(=O)CSc1ccc2nnc(-c3ccc(OC)c(OC)c3)n2n1	-23%	0%	18%	-5%	38%	3%	0%	9%	?
50	Cc1cc(C)n2nc(CC(=O)NNC(=O)COc3cccc(C)c3C)nc2n1	-1%	1%	21%	-5%	35%	-3%	-1%	-4%	6%
51	O=C(Cn1cnc2c(cnn2-c2ccccc2)c1=O)NCCc1ccccc1	-2%	6%	-1%[57.1 µM]	5%	46%	-7%	-2%	-2%	12%
52	Cc1cc(C)c(S(=O)(=O)NCCc2ccncc2)c(C)c1	0%	-4%	19%	1%	53%[activator]	1%	i	-21%	36%[activator]

Given field by field: entries from further up
(51) O=C(Cn1cnc2c(cnn2-c2ccccc2)c1=O)NCCc1ccccc1
  JMJD2A Tudor inh: -2%; GLS inhibitor: 6%; TrxR1 inh: -1%[57.1 µM]; ERG Ets-DNA blk: 5%; HP1b chromo inh: 46%; Pin1 inhibitor: -7%; PGK inhibitor: -2%; RGS4 inh: -2%; 12-LOX inh: 12%

(50) Cc1cc(C)n2nc(CC(=O)NNC(=O)COc3cccc(C)c3C)nc2n1
  JMJD2A Tudor inh: -1%; GLS inhibitor: 1%; TrxR1 inh: 21%; ERG Ets-DNA blk: -5%; HP1b chromo inh: 35%; Pin1 inhibitor: -3%; PGK inhibitor: -1%; RGS4 inh: -4%; 12-LOX inh: 6%
